DAGLB inhibitor = diacylglycerol lipase beta (human) inhibition; inhibition, % at 5.17 µM; actives 0.059% (n = 340,000); Q8NCG7; HEK293T DAGLB membrane lysate, EnzChek fluorogenic substrate; in the data active = inhibition above about 34%;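 note: 0% = enzyme with vehicle and 100% = wells lacking enzyme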
Target sequence (Q8NCG7 whole entry, looked up): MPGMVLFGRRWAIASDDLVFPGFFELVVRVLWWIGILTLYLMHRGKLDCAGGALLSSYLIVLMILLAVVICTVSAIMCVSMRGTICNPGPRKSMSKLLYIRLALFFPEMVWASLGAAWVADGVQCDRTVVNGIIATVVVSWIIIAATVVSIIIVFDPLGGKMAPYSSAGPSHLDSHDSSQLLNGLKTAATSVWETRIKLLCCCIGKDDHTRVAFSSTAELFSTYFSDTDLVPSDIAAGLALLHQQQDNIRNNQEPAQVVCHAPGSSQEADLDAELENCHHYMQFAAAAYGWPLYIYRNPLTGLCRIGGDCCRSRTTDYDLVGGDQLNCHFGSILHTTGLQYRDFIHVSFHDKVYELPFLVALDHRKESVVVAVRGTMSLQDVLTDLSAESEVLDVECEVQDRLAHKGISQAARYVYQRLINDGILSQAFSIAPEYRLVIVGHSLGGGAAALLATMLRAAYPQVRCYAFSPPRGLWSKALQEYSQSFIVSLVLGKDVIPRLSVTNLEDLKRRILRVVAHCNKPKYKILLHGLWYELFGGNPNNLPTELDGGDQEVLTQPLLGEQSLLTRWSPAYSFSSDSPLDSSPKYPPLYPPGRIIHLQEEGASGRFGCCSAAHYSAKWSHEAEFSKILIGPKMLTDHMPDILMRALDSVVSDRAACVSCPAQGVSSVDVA
V-ATPase pHluor = alters yeast V-ATPase proton transport. response, % at 10 µM. AID 504577. S. cerevisiae, pHLuorin cytosolic pH fluorescence. actives 0.37% (n = 350,000); in the data active = response mostly above about 7.3%, no sharp cut-off; inactive = mostly below about 5.4%; note: actives read high; inactives centre near 0; some compounds called inactive have numbers as strong as hits
Pemphigus Ab inh = inhibitors of pemphigus antibody binding to human desmoglein-3. binding (percent of control), % at 10 µM. AID 588358. DSG3-coupled beads, scFv-anti-DSG3-GFP binding, flow cytometry; active compounds read low. actives 0.48% (n = 310,000). P32926;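 active = binding more than 3 SD below its plate's average and above zero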;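 note: hits lower antibody fragment binding to DSG3; some compounds called inactive have numbers as strong as hits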
CAL PDZ FP-1 = human CAL PDZ-peptide interaction inhibition; AID 504414; purified CAL PDZ, TMR-peptide fluorescence polarization, 1 h; actives 0.02% (n = 330,000); inhibition, % at 20 µM; Q9HD26;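 active = highest replicate inhibition of at least 40%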;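 note: plate controls were DMSO neutral control wells for no effect and unlabeled competitor peptide control wells for full effect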
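Test system: purified CerCALP PDZ construct; Compound dosing: one concentration, 20 µM compound; Also added: TMR-labelled reporter peptide T*-PRC34 bound in PDZ groove; Read-out: inhibition from polarization loss; Controls: unlabelled peptide and DMSO controls; Signal: FP readout, S and P plane fluorescence; Incubation: 1 h at RT.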
RTF Ca sens inh = cardiac RTF calcium desensitization; IANBD-labeled cardiac RTF, Ca2+ fluorescence; inhibition, % at 7.15 µM; actives 0.12% (n = 340,000); AID 493244;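 active = inhibition above the mean inhibition of all tested compounds plus 3 SD, cut at about 17% in these data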;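 note: assay run at fixed EC70 calcium of 1.6 mM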
Keap1 Nrf2 FP = disrupts human Keap1 binding to Nrf2 peptide. actives 0.15% (n = 340,000). inhibition, % at 9.4 µM. Q14145. Keap1 Kelch-Nrf2 peptide fluorescence polarization, 1536-well; in the data active = inhibition above about 12%;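 note: human Keap1 Kelch domain with fluorescein labeled Nrf2 9mer peptide probe; 0% = neutral control wells and 100% = peptide positive control; higher means more block of Keap1 binding to Nrf2 peptide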
CAL PDZ FP-2 = blocks peptide binding to the human CAL PDZ domain; Q9HD26; purified CAL PDZ, TMR-peptide fluorescence polarization, 1 h; inhibition, % at 24.9 µM; actives 0.92% (n = 300,000); AID 602252;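 active = mean inhibition of at least 30% with at least half of replicates also reaching 30%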;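 note: 0% = DMSO neutral control and 100% = excess unlabeled competitor peptide PRC23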
LANA DNA inh = blocks KSHV LANA C-terminal domain binding to DNA; inhibition, % at 9 µM; MBP-C-LANA/FAM-LBS DNA binding, fluorescence polarization; actives 0.078% (n = 340,000);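 active = highest replicate inhibition at or above 60% at 9 µM, even if other replicates fall short; inactive = all replicates below 60% inhibition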;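 note: 0% = neutral control wells and 100% = 4 µM acridine orange control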
NSD2 inh = inhibitors of human histone methyltransferase NSD2 | O96028 | NSD2 peptide methylation, AlphaScreen, 120 min | inhibition, % at 12.5 µM | actives 0.54% (n = 310,000); in the data active = inhibition above about 50%
Arr AP2 block = blocks beta-arrestin peptide binding to AP2 adaptin | FITC-arrestin peptide / GST-AP2 beads, flow cytometry; AP2 beta2 appendage carries R879A mutation | inhibition, % at 10 µM | actives 0.31% (n = 340,000);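 active = inhibition above a set limit, near 3 SD of compounds lacking own fluorescence, cut at about 54% in these data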;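 note: plate controls were DMSO wells for no effect and 5 µM unlabelled arrestin peptide for full effect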
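Material – AP2 appendage R879A on GSH beads · Buffer or medium – PBS with 0.05% Tween 20 and 0.1% BSA · Probe or stimulus – fluorescein-tagged arrestin peptide at 50 nM final · Incubation – compound with beads 12 min RT, then probe 1 h RT · Detection – high-throughput flow cytometry of beads, ex 488, em 535 nm · Evaluation – percent response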
* marks the source's active call; other numbers are inactive results; · = no result given.

SMILES	DAGLB inhibitor	V-ATPase pHluor	Pemphigus Ab inh	CAL PDZ FP-1	RTF Ca sens inh	Keap1 Nrf2 FP	CAL PDZ FP-2	LANA DNA inh	NSD2 inh	Arr AP2 block
COc1ccc(NC(=O)CN(C)CC(=O)NC2CCC(C)CC2)cc1 (configuration not stated)	1	1	112	0.8	-3	-2	-3	-4.6	1	42
Cc1ccccc1C(=O)Nc1nc2n(n1)C(c1ccccc1)CC(=O)N2 (configuration not stated)	3	-3	·	-0.7	-4	0	-2	2.1	2	5
CC(C)(C)c1ccc(-c2c(C(=O)O)c(C(=O)O)c3n2CSC3)cc1	12	-2	98	-2.9	-1	-1	-4	2.9	6	18
CN(c1ccc(O)cc1)c1nc(-c2ccccc2)cs1	-44	-1	112	1.0	4	-4	-2	-0.6	1	3
O=C(O)c1ccc(S(=O)(=O)NCC2CCCCC2)cc1	0	-3	98	-1.2	0	-3	2	-0.6	-2	-28
Cc1cc(C)nc(SCc2nnc(SCc3ccccc3Cl)o2)n1	-4	-1	·	-0.1	-3	-2	-3	-0.8	-1	23
C=CCSc1nc2c(C(=O)OCC)nnn2c2ccccc12	-6	-4	97	-2.1	-4	-2	-7	-2.1	40	30
CC1(C)CC(=O)C(C(=O)/C=C/NCCc2ccccc2)C(=O)C1	-1	-2	101	-0.1	-6	-3	-2	2.7	-4	20
COc1ccccc1[C@@H]1C(c2ccc(F)cc2)=NN(c2ccccc2)[C@H]1C(=O)N1CCOC1=O	0	-6	100	-0.1	-4	-3	-3	-0.5	·	8
COc1ccc2nc(Nc3ccccc3OC)sc2c1	-1	-4	121	0.0	2	4	-4	0.9	-1	-13
CCOC(=O)N1CCN(C(=O)COc2ccc(S(=O)(=O)NCC(C)C)cc2C)CC1	-2	-9	106	-0.6	-3	-4	2	-0.9	-2	2
COCCOC(=O)C(C#N)c1nc2ccccc2nc1N1CCCC1 (configuration not stated)	2	1	101	0.3	-6	-5	·	1.3	0	-8
Cc1ccc(-c2cc(-c3cccc(F)c3)n[nH]2)c(O)c1	-5	3	105	-3.4	1	-1	-5	-1.0	4	10
Cc1nc2ccccc2c(=O)n1NS(C)(=O)=O	2	-3	·	-2.2	6	1	1	0.0	2	7
O=C1N(Cc2cccc(Cl)c2)C[C@@H]2C[C@@H](c3ccsc3)N3CCC[C@@]123	-3	-3	315	-2.2	1	-1	3	-0.3	2	5
O=C(Nc1cccs1)N1CCN(c2ncccn2)CC1	0	0	99	-1.3	-10	-1	1	1.0	-2	4
Cc1nc(C(=O)N2CCOCC2)sc1C1(C)CC(c2ccccc2)=NO1 (configuration not stated)	-1	2	97	-0.4	8	3	13	-0.7	·	19
C/C(=N/NC(=O)CC(=O)N/N=C(\C)c1ccc([N+](=O)[O-])cc1)c1ccc([N+](=O)[O-])cc1	1	2	·	0.3	-2	-4	-2	-0.3	7	3
CC1CCc2c(sc(Nc3nc4c(F)cccc4s3)c2C(N)=O)C1 (configuration not stated)	-2	0	·	-1.1	1	-1	-3	-1.3	-2	2
CCOC(=O)C(C)Sc1nc(-c2ccccn2)ncc1OC (configuration not stated)	-3	4	103	0.2	-5	1	-2	0.0	-1	-7
CCCCCCC(=O)Nc1ccc(C(=O)N/N=C/c2cccnc2)cc1	3	2	107	-1.2	3	-1	0	-0.7	-1	2
O=C(NCCO)C(=O)NCC1CCCN1S(=O)(=O)c1cccs1 (configuration not stated)	3	1	·	-2.5	-5	-1	-4	-0.8	-1	-10
CCSc1nnc(NC(=O)CCC2CCCCC2)s1	-2	1	115	0.1	2	-6	-6	1.2	-2	9
CC1CCc2nc3sc4c(c3c(N)c2C1)CCCC4 (configuration not stated)	-2	2	106	0.0	12	-5	-2	0.8	0	-2
COc1cc(OC)cc(C(=O)N2CCN(Cc3ccccc3C(F)(F)F)CC2)c1	-2	0	104	·	-6	0	-3	-0.2	-3	4
CN(Cc1cccs1)C(=O)c1cccc(S(=O)(=O)N2CCCCCC2)c1	-3	-3	·	0.4	-1	-8	-2	0.5	-1	-8
Cc1cc(C)c(S(=O)(=O)N/N=C/c2ccc3c(c2)OCO3)c(C)c1	1	-5	102	0.3	-2	-5	16	-1.9	1	-6
Cc1ccc2oc(C(=O)N3CCN(Cc4nccn4C)CC3)c(C)c2c1	-1	1	103	-1.0	-1	1	·	-0.2	13	1
COc1cc(NC(=O)CCN2CCN(C/C=C/c3ccccc3)CC2)cc(OC)c1	0	-1	117	-1.8	-1	-1	-2	-0.4	6	-16
COC(=O)Nc1sc2c(c1C(=O)NC1CC1)CCCCCC2	-1	5	105	-0.6	2	-5	-2	0.4	-8	13
CS(=O)(=O)Nc1ccc(C(=O)N2CC(=O)Nc3ccccc32)cc1	0	1	100	-1.5	-1	-3	-2	0.6	0	1
COC(=O)c1c(-c2c(Cl)cccc2Cl)noc1C(=O)NN	-6	-1	·	-0.7	1	0	3	-1.5	-1	-29
O=C(COc1ccc(S(=O)(=O)N2CCOCC2)cc1)Nc1ccccc1C(F)(F)F	1	-2	92	-0.9	-7	7	-1	0.8	-3	12
O=C(O)c1ccccc1C(=O)Nc1nc(-c2ccc3ccccc3c2)cs1	5	-2	·	-5.9	-4	-1	-11	-0.3	19	38
CCOC(=O)C1CCCN(C(=O)CNC(=O)c2nn(-c3ccc(OC)c(Cl)c3)c(=O)c3ccccc23)C1 (configuration not stated)	1	-1	88	-0.9	-5	-5	0	-1.7	-5	-4
CCCC(=O)Nc1nc2c(s1)COc1ccccc1-2	1	-3	93	-2.2	-5	-4	·	0.4	·	4
CCN(CC)c1ccc(/C=N\N2CCN(Cc3ccc(C)cc3)CC2)cc1	-10	3	106	-0.2	-4	-2	6	-4.3	1	-3
Cn1c(N)c(C(=O)COC(=O)C2(c3cccc(F)c3)CCCC2)c(=O)n(C)c1=O	-3	3	125	-1.1	-10	0	5	3.1	-5	7
O=[N+]([O-])c1ccc(S(=O)(=O)Nc2cccc(-c3ccc(N4CCOCC4)nn3)c2)cc1	1	-4	101	-1.3	-9	-2	-7	-0.9	1	-2
CN(C(=O)Cc1c(C(=O)O)n(C)c2ccccc12)c1cccc(C(F)(F)F)c1	1	0	100	0.2	-5	4	-2	-3.4	20	-18
O=C(COc1ccc(C(=O)c2ccc(F)cc2)cc1)NCc1ccc(F)cc1	-16	1	103	-0.9	-5	0	-1	0.6	-1	-5
CCCN(CC(=O)Nc1ccc(Cl)cc1Cl)Cc1cc(=O)n2ccsc2n1	0	-1	87	-1.1	-6	-4	-2	0.5	0	-11
O=C(OC1CCN(c2ncc(C(F)(F)F)cc2Cl)CC1)c1ccc(Cl)cc1	-3	4	83	-0.5	-12	3	-4	0.7	-1	-6
COc1ccc(NC(=S)NNC(=O)C(C)n2nc(C)c([N+](=O)[O-])c2C)cc1 (configuration not stated)	2	-1	103	-0.3	-7	-5	·	5.1	3	7
O=C(c1cccc(F)c1)N1CCN(C(=O)C2CC2)CC1	2	4	111	-1.7	-11	-2	4	0.0	·	3
COc1ccc(OC)c(CNc2ncc(-c3cccc([N+](=O)[O-])c3)n2C)c1	4	0	118	0.6	-5	-4	·	-1.4	20	4
COC(=O)CCC(=O)N1CCOCCOCCN(C(=O)CCC(=O)OC)CCOCCOCC1	0	-6	104	-0.4	5	-4	-2	-0.6	-3	13
Cc1ccccc1Nc1nnc(C)c(=O)[nH]1	-3	-7	·	0.1	-5	1	0	1.3	23	3
Cc1cccc(-n2ncc3c2CCCC3NC(=O)Cn2cccn2)c1C (configuration not stated)	2	-1	109	-1.2	-5	-5	17	1.1	-1	-1
C/C(=N\NC(N)=O)c1ccc(-n2ccnc2)cc1	1	-1	94	0.1	-3	-2	0	0.6	-4	-10
Cc1cc(C)c2oc(C(=O)N(Cc3ccccc3)C3CCS(=O)(=O)C3)cc(=O)c2c1 (configuration not stated)	0	-7	·	-1.6	-8	2	-1	1.2	4	7
OC[C@@H]1[C@@H](c2ccccc2)C(c2ccc(F)cc2)=NN1c1ccccc1	-1	-1	86	0.7	-1	-1	2	-1.5	·	-11
COC(=O)COc1ccc2occ(C(C)=O)c2c1	1	0	110	-1.6	-4	-5	-1	-0.1	·	0

An excerpt from above in order of their number in Keap1 Nrf2 FP, largest number first:
| SMILES | DAGLB inhibitor | V-ATPase pHluor | Pemphigus Ab inh | CAL PDZ FP-1 | Keap1 Nrf2 FP | CAL PDZ FP-2 | LANA DNA inh | NSD2 inh | Arr AP2 block |
| --- | --- | --- | --- | --- | --- | --- | --- | --- | --- |
| Cc1cc(C)c2oc(C(=O)N(Cc3ccccc3)C3CCS(=O)(=O)C3)cc(=O)c2c1 (configuration not stated) | 0 | -7 | · | -1.6 | 2 | -1 | 1.2 | 4 | 7 |
| C/C(=N\NC(N)=O)c1ccc(-n2ccnc2)cc1 | 1 | -1 | 94 | 0.1 | -2 | 0 | 0.6 | -4 | -10 |
| Cc1cccc(-n2ncc3c2CCCC3NC(=O)Cn2cccn2)c1C (configuration not stated) | 2 | -1 | 109 | -1.2 | -5 | 17 | 1.1 | -1 | -1 |

Among those listed so far, these have an aryl methoxy group:
SMILES	DAGLB inhibitor	V-ATPase pHluor	Pemphigus Ab inh	CAL PDZ FP-1	RTF Ca sens inh	Keap1 Nrf2 FP	CAL PDZ FP-2	LANA DNA inh	NSD2 inh	Arr AP2 block
COc1ccc(NC(=O)CN(C)CC(=O)NC2CCC(C)CC2)cc1 (configuration not stated)	1	1	112	0.8	-3	-2	-3	-4.6	1	42
COc1ccccc1[C@@H]1C(c2ccc(F)cc2)=NN(c2ccccc2)[C@H]1C(=O)N1CCOC1=O	0	-6	100	-0.1	-4	-3	-3	-0.5	·	8
COc1ccc2nc(Nc3ccccc3OC)sc2c1	-1	-4	121	0.0	2	4	-4	0.9	-1	-13
CCOC(=O)C(C)Sc1nc(-c2ccccn2)ncc1OC (configuration not stated)	-3	4	103	0.2	-5	1	-2	0.0	-1	-7
COc1cc(OC)cc(C(=O)N2CCN(Cc3ccccc3C(F)(F)F)CC2)c1	-2	0	104	·	-6	0	-3	-0.2	-3	4
COc1cc(NC(=O)CCN2CCN(C/C=C/c3ccccc3)CC2)cc(OC)c1	0	-1	117	-1.8	-1	-1	-2	-0.4	6	-16
CCOC(=O)C1CCCN(C(=O)CNC(=O)c2nn(-c3ccc(OC)c(Cl)c3)c(=O)c3ccccc23)C1 (configuration not stated)	1	-1	88	-0.9	-5	-5	0	-1.7	-5	-4
COc1ccc(NC(=S)NNC(=O)C(C)n2nc(C)c([N+](=O)[O-])c2C)cc1 (configuration not stated)	2	-1	103	-0.3	-7	-5	·	5.1	3	7
COc1ccc(OC)c(CNc2ncc(-c3cccc([N+](=O)[O-])c3)n2C)c1	4	0	118	0.6	-5	-4	·	-1.4	20	4

Bioassay records: PubChem, several laboratories

A portion of the library (hit frequency here may not be typical).
